HepG2 tox – qHTS for Inhibitors of TGF-b: Cytotox Counterscreen. HepG2 CAGA-GFP viability, ATP luminescence, 18 h. Potency, µM (highest dose often 46.1 µM), without a hit: top-dose activity change, negative = cytotoxicity, most hits filed as cytotoxic. actives 0.76% (n = 410,000). AID 588856, 2011; also: potency is read from the fitted curve at half-maximal effect; some results filed as inactive show a strong effect at the top dose
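CellTiter-Glo luminescence gave cytotoxicity after 18 hours at 37 degrees C. The cells were HepG2 CAGA-GFP in 1% FBS DMEM, stimulated with 500 pg/mL TGF-beta after compound addition. %Activity was normalised to no-cell wells (complete cell-killing) and DMSO (no toxicity), and curves were fitted and classified.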
ATXN2 expr inh – Primary qHTS for Inhibitors of ATXN expression. HEK-293 ATXN2-luciferase reporter, luminescence, 24 h. Potency, µM (top dose mostly 57 µM), for the others: at the highest dose activity change, negative = inhibition, actives largely listed as inhibitors. actives 0.72% (n = 360,000). AID 1745845, 2022; also: potency is read from the fitted curve at half-maximal effect; % is scaled to controls: 0 for no effect and ±100 for the full control effect; nearly all actives have a fitted effect of over 55% in size
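ATXN2-luciferase reporter cells (luciferase flanked by upstream and downstream ATXN2 gene portions) were treated 24 h at 37 °C with compounds at up to 57 uM. SteadyGlo luminescence gave expression; GF-AFC fluorescence gave viability.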
Nrf2 block – Nrf2 qHTS screen for inhibitors; A549 ARE-Fluc reporter, luciferase luminescence, 18-24 h; Potency, µM (series often up to 46 µM), for inactives: top-dose activity change, negative = inhibition, actives largely listed as inhibitors; actives 2.1% (n = 360,000); AID 504444, 2011; also: potency is read from the fitted curve at half-maximal effect; % is scaled to controls: 0 for no effect and ±100 for the full control effect; nearly all actives have a fitted effect of over 60% in size
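In this cell-based qHTS, ARE-driven firefly luciferase in A549 cells reports Nrf2 activity; the luminescent signal after BugLite lysis is the measured value, with a prior CellTiter-Fluor read for cell health.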
EPAC2 ag – qHTS for Agonist of cAMP-regulated guanine nucleotide exchange factor 4 (EPAC2): primary screen | EPAC2 activation, biochemical qHTS; response scale: 100% = 6.5 mM cAMP response | Potency, µM (highest dose often 154 µM), for inactives: at the highest dose activation, usual class: activators | actives 0.079% (n = 360,000) | AID 720711, 2013; also: potency is read from the fitted curve at half-maximal effect; nearly all actives have a fitted effect of over 50% in size
Target sequence (Q8WZA2 whole entry, looked up): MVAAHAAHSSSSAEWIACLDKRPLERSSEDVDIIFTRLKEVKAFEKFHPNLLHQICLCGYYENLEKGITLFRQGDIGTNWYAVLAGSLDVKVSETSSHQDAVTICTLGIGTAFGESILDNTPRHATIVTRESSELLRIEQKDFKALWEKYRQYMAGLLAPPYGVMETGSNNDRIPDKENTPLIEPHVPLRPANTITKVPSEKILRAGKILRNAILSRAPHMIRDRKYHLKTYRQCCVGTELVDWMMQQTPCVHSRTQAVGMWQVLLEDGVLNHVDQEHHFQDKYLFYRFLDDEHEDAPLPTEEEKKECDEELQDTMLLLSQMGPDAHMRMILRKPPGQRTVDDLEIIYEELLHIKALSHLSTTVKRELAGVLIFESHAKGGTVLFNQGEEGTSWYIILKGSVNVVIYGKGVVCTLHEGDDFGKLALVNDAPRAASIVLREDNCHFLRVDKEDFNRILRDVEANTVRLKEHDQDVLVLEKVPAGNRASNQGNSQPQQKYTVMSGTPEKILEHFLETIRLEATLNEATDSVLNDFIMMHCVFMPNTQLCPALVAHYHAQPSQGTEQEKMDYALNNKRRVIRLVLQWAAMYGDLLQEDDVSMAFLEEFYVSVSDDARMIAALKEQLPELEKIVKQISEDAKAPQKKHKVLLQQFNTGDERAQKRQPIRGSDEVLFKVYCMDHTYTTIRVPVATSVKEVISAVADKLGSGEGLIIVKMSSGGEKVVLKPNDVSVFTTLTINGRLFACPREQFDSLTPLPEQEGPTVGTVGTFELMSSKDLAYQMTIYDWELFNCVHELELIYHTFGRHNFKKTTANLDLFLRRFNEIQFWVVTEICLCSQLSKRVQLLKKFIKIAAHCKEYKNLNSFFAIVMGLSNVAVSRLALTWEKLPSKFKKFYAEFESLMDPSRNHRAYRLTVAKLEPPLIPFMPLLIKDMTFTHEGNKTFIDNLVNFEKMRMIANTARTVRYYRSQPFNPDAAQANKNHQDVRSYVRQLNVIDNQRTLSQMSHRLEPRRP
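EPAC2 (100 nM) mixed with Rap1B loaded with BODIPY-GDP (250 nM) plus 50 uM unlabeled GDP; compounds pinned in, 5 min RT, then read every 5 min for 30 min (ex 480, em 540 nm). Normalized to cAMP control.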
A549 viability – Nrf2 qHTS screen for inhibitors: counterscreen for cytotoxicity. A549 ARE-Fluc cells, CellTiter-Fluor viability, 18-24 h. Potency, µM (doses to about 46 µM), for inactives: at the highest dose activity change, negative = cytotoxicity, most hits filed as inhibitors. actives 0.16% (n = 390,000); also: potency is read from the fitted curve at half-maximal effect; % is scaled to controls: 0 for no effect and ±100 for the full control effect
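A549 ARE_Fluc cells in 5% FBS OPTI-MEM were exposed to compounds in concentration-response for 18-24 h at 37 deg C. Viability was read by CellTiter-Fluor fluorescence (Ex 405/Em 525) after 30 min, before the luciferase read.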
ATXN viability – Viability Counterscreen for Primary qHTS for Inhibitors of ATXN expression; AID 651635, 2014; actives 0.49% (n = 400,000); S2 cells (HEK-293 line with an ATXN2-luciferase reporter) viability, CellTiter-Fluor protease fluorescence, 24 h; Potency, µM (doses to about 56.7 µM), actives largely listed as cytotoxic; also: potency is read from the fitted curve at half-maximal effect; nearly all actives have a fitted effect of over 40% in size
TGFb SMAD3 inh – qHTS for Inhibitors of TGF-b; HepG2 CAGA-GFP TGF-b/SMAD3 reporter, GFP fluorescence, 18 h; TGF-beta stimulated, 500 pg/mL final; Potency, µM (titrated, usually from 46.1 µM), for inactives: at the top dose activity, negative = inhibition, most hits filed as inhibitors; actives 1.2% (n = 410,000); also: potency is read from the fitted curve at half-maximal effect; % is scaled to controls: 0 for no effect and ±100 for the full control effect; nearly all actives have a fitted effect of over 65% in size
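Cell-based qHTS in HEPG2 carrying a CAGA-GFP Smad reporter; compounds added before 500 pg/mL final TGF-beta, 18 h incubation at 37 degrees C, GFP fluorescence quantified per cell by imaging cytometry.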
Nrf2 ARE act – qHTS of Nrf2 Activators | AID 624171, 2012 | Potency, µM (top dose mostly 46.1 µM), inactives show top-dose activation, most hits filed as activators | AREc32 ARE-luciferase reporter (MCF7-derived line), luminescence, 24 h | actives 0.31% (n = 410,000); also: potency is read from the fitted curve at half-maximal effect; % of control where 0% means no effect; nearly all actives have a fitted effect of over 65% in size
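AREc32 cells carrying an ARE-driven firefly luciferase, 1000 cells/well in OPTI-MEM with 5% FBS, dosed after overnight attachment and incubated 24 hr at 37 deg C. Steady-Glo luminescence read after 30 min at RT.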
IL2 activator – qHTS of IL-2 Activators. actives 0.065% (n = 360,000). activation, % (series mostly up to about 46 µM). IL-2 activation reporter assay, cell-based qHTS; stimulated with anti-CD3/CD4/CD28 beads; in transgenic mouse T cells. AID 652025, 2013; in the data active = activation above about 50%; inconclusive = mostly about 30% to 49%; also: 0% is about no effect
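Unstimulated transgenic mouse T cells preincubated 60 min with compound, then stimulated with anti-CD3/anti-CD4-coated beads plus anti-CD28 for 18 h at 37 degrees C. IL-2 response read as EGFP and DsRed fluorescence by plate cytometry.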
An asterisk follows results filed as active; i = inactive; ? = inconclusive; . = not tested or not shown; & = joins results of further samples; [ ] = dose if it differs, or a comment. Unless noted, calls follow the shape of the dose curve; as a rule, active = well fitted curve in the direction sought with a large enough effect; inconclusive = small, poorly fitted or top-dose-only effect, or another doubt; inactive = no such curve, though single readings can be large; an effect the other way counts as inactive or inconclusive.

Value order – Nrf2 block | TGFb SMAD3 inh | EPAC2 ag | A549 viability | ATXN2 expr inh | IL2 activator | Nrf2 ARE act | ATXN viability | HepG2 tox
- O=C(O)c1cccc(Nc2nc3ccccc3nc2NS(=O)(=O)c2cccs2)c1
  8% | 0% | -2% | -13% | . | -0.1 | -1.1% | i | -2%
- C[C@H]1COC(=O)[C@H](Cc2ccc(F)cc2)CC/C=C/C[C@@H](CC(=O)N[C@@H](CO)Cc2ccccc2)C(=O)N1
  -7% | -9% | 2% | -4% | 9% | -0.6 | 3.6% | i | -3%
- Cc1c(C(=O)Nc2ccc(F)c(F)c2)oc2ccc(S(=O)(=O)N3CCC4(CC3)OCCO4)cc12
  . | -15% | . | -4% | . | . | -0.5% | . | 4%
- Cc1ccc(NC(=O)CN(C)CC(=O)Nc2sc3c(c2C(N)=O)CCC3)cc1
  ? | ? | 10% | -15% | ? | -2.8 | 2.9% | i | -19%
- CC(C)Cc1ccc(CN2CCC(n3nccc3NC(=O)C3CCCC3)CC2)cc1
  -20% | ? | -3% | -13% | -16% | -3.3 | 5.5% | i | -50%
- CCOc1ccc(CNC(=O)CCC(=O)N2CCSc3ccccc32)cc1
  -2%&-2% | ? | 7% | -2%&7% | -14% | 0.1 | 0.0%&0.1% | i | -19%&-21%
- CCc1cc2c(=O)n(-c3ccc(Br)cc3)cnc2s1
  ? | -7% | 2% | -1% | 56%[activator] | 2.5 | 0.4% | i | 6%
- COc1cc2c(cc1OC)/C(=C/C(=O)c1ccc(C)cc1)NCC2
  -27% | -3% | 21% | 0% | -11% | 0.1 | 0.5% | i | -15%
- Cc1cccc(N2CCN(C(=O)C3CCCN(S(=O)(=O)c4ccc5c(c4)oc(=O)n5C)C3)CC2)c1C (centres undefined)
  ? | ? | . | 3% | -16% | . | -0.2% | ? | -25%
- CCCOc1ccc(-c2nnn(CC(=O)Nc3cccc(C(=O)OC)c3)n2)cc1
  ? | -6% | -11% | -1% | -1% | -0.2 | 0.1% | i | -31%
- COc1ccccc1CNC(=O)C1CCN(C(=O)[C@@H]2Cc3ccccc3CN2)CC1
  -12% | 2% | 11% | 4% | -12% | 1.0 | 0.0% | i | -3%
- CC[C@@H]1CCC[C@@H](O)[C@@H](C)C(=O)O[C@H](C)[C@@H](C)C/C=C(C)/C(OC)=C\C(=O)N(C)C([C@@H](C)CC)C(=O)N(C)[C@@H](C(C)C)C(=O)N(C)[C@@H](COC)C(=O)N2CCC[C@H]2C(=O)N(C)[C@@H](C(C)C)C(=O)N2CCC[C@H]2C(=O)O1 (some centres undefined)
  . | ? | -12% | . | ? | -0.8 | 1.1% | ? | -7%
- COc1cccc(N=Cc2c[nH][nH]c2=O)c1
  1% | 12% | -2% | -4% | 8% | -0.1 | 0.8% | i | -1%
- CCOc1ccc(CCNC(=O)c2cc3c(=O)[nH]c4ccc(C)cc4c3s2)cc1OCC
  ? | ? | . | -4% | -13% | . | -1.5% | i | -27%
- CSc1ccc(S(=O)(=O)Nc2ccc(NC(C)=O)cc2)cc1
  . | 1% | 3% | -8% | -21% | 0.4 | 0.0% | i | -15%
- Cc1ccc(NC(=O)CCC(=O)N/N=C/c2cccs2)cc1C
  -15% | 0% | 2% | -1% | -3% | -1.2 | 0.6% | i | 11%
- COc1cccc(N2CCN(C(=O)C3CCN(S(=O)(=O)c4cccc5nonc45)CC3)CC2)c1
  . | -26% | . | -5% | -3% | . | 5.2% | i | -4%
- CCC(=O)c1ccc(OCC(=O)OCC(=O)N(CCC#N)c2ccc3c(c2)OCCO3)cc1
  17% | 1% | 5% | -7% | -4% | -0.5 | -1.1% | i | 6%
- O=C(c1ccc2c(c1)OCO2)N1CCC2(CC1)Oc1ccc(Cl)cc1C(=O)C21CC(c2ccccc2)=NO1 (centres undefined)
  0% | ? | 1% | 7% | -4% | 0.7 | -1.2% | i | 4%
- CCCNC(=O)C1(C)CCCN(Cc2cccc(C(F)(F)F)c2)C1 (centres undefined)
  . | 1% | 0% | . | -1% | -0.5 | 0.4%[9.22 µM] | i | -2%
- CCc1c(O)c(/C(C)=N\O)c(=O)n(-c2ccccc2)c1-c1ccccc1
  -12% | 2% | -2% | -19% | -7% | 0.6 | 0.0% | i | -16%
- Oc1ccc(-n2cccc2/C=N/n2cnnc2)cc1
  -7% | -9% | 2% | 13% | 10% | -3.6 | -0.8%[9.22 µM] | i | -6%
- Cc1cc(NC(=O)Nc2nnc(N3CCCCCC3)s2)ccc1Br
  2% | -6% | . | -1% | -2% | . | -0.4% | i | 1%
- O=C(Nc1ccc2c(c1)OCCO2)C1CCN(C(=O)c2ccc([N+](=O)[O-])cc2)CC1
  ? | ? | 14% | -11% | . | -2.2 | -0.1% | i | -5%
- O=C(NC(=O)c1ccccc1Cl)Nc1ccc(-c2cnco2)cc1
  0% | -4% | 4% | -2% | . | 0.2 | -0.3% | i | 8%
- CCCC(=O)Nc1ccc(N2CCN(C(=O)c3cc4ccccc4o3)CC2)cc1
  -8% | -23% | 5% | 2% | -20% | -1.6 | -0.8% | i | -7%
- O=C(CSc1ccc(Cl)cc1)Nc1cccc(-c2nnc(-c3ccco3)o2)c1
  -7% | -7% | -4% | 1% | -19% | -0.4 | 3.8%[9.22 µM] | ? | -5%
- CNC(=O)c1ccsc1NC(=O)CN1C(=O)CCC1=O
  -14% | 2% | 16% | -1% | 3% | 2.0 | 0.3% | i | -34%
- CCOC(=O)Cc1nn(C)c(=O)c2ccccc12
  -25% | 4% | 12% | 0% | 5% | -1.3 | -0.8% | i | -10%
- COc1cccc(C(=O)NCC(=O)NCc2cc(=O)n(C)c(=O)n2C)c1
  -2% | 4% | -1% | -6% | 5% | -2.7 | -0.3% | i | 5%

Complete entries, looked up by structure. Order of screens: Nrf2 block	TGFb SMAD3 inh	EPAC2 ag	A549 viability	ATXN2 expr inh	IL2 activator	Nrf2 ARE act	ATXN viability	HepG2 tox
CCOC(=O)Cc1nn(C)c(=O)c2ccccc12 is listed with -25%	4%	12%	0%	5%	-1.3	-0.8%	i	-10%
CNC(=O)c1ccsc1NC(=O)CN1C(=O)CCC1=O is listed with -14%	2%	16%	-1%	3%	2.0	0.3%	i	-34%

(list continues)
Value order – Nrf2 block | TGFb SMAD3 inh | EPAC2 ag | A549 viability | ATXN2 expr inh | IL2 activator | Nrf2 ARE act | ATXN viability | HepG2 tox
- CC(C)C(=O)NC(=O)COC(=O)/C=C/c1cccs1
  4% | -2% | 3% | 4% | -12% | -1.5 | 0.0% | i | -1%
- COc1ccc(NC(=O)CSc2ccccn2)c([N+](=O)[O-])c1
  ? | -3% | 0% | -4% | 54%[activator] | 0.3 | 2.6% | i | 20%
- COc1ccc([N+](=O)[O-])cc1NS(=O)(=O)c1cc(C(=O)N2CCN(C)CC2)ccc1OC
  8% | 3% | -2% | 2% | 11% | 4.5 | -0.6% | i | 3%
- CCCn1c(SCC(=O)Nc2cc(Cl)ccc2OC)n[nH]c1=O
  -25% | ? | 0% | -7% | -10% | -0.1 | 9.9% | ? | -25%
- CCN1CCCc2cc(CN(CCN3CCOCC3)C(=O)Nc3ccc(C)c(C)c3)ccc21
  -30% | ? | 16% | ? | -23% | -0.2 | 3.2% | i | -38%
- NC(=O)Nc1ccc(F)cc1
  -3% | 0% | 9% | -2% | -11% | -0.3 | 0.7% | i | 4%
- O=c1cc(CCc2ccccc2)oc2cccc(O)c12
  12% | 1% | 11% | 14% | 30% | -0.5 | ? | i | -2%
- CCNC(=S)NNC(=O)c1ccc(S(=O)(=O)NCc2ccco2)cc1
  ? | 34% | -2% | 3% | -6% | 0.2 | 1.4% | i | -13%
- COc1ccccc1OCC(=O)Nc1cc(S(=O)(=O)N2CCCCC2)ccc1N1CCCCC1
  ? | -9% | 6% | 2% | -1% | -4.0 | -0.8% | i | 13%
- CCN(CC)S(=O)(=O)c1ccc2c(c1)c(=O)c(C(=O)NCc1cccs1)cn2C
  1% | -8% | -24% | 1% | -1% | -1.3 | 2.4% | ? | 3%
- COc1ccc(O)c(/C=N/NC(=O)c2ccc(N3CCCC3=O)cc2)c1
  -4% | 7% | 12% | -18% | 25µM* | 1.0 | -0.3% | i | -28%
- COc1cc(OC)c(NC(=O)Cn2c(=O)cc(C(F)(F)F)c3c(C)nn(C)c32)cc1Cl
  ? | 17% | . | 7% | 2% | . | 3.6% | i | 1%
- COc1cc2c(cc1OC)C(c1cccc([N+](=O)[O-])c1)NC(=O)C2 (centres undefined)
  -13% | 10% | 1% | -5% | -3%[11.3 µM] | -3.4 | -0.4% | i | 1%
- O=C1CN2NC(=S)N(c3ccccc3)C2=CN1c1ccc(Cl)cc1
  4% | -10% | 10% | 1% | . | 0.0 | 0.5% | i | -10%
- CNC(=O)C(Sc1nc(C)nc2c1oc1ccccc12)C(C)=O (centres undefined)
  8% | 29% | 7% | 13% | 8% | 4.1 | 3.7% | i | 3%
- O=C(c1cc(-c2cccs2)nc2ccccc12)N1CCN(CCO)CC1
  ? | 15% | -3% | -1% | 1% | -1.8 | 0.5% | i | 5%
- Cc1ccc(C(=O)Nc2cccc(C(=O)O)c2)cc1S(=O)(=O)N1CCCCC1
  . | -7% | 4% | 2% | 13µM* | -0.1 | -0.2% | i | -12%
- CCN1CCCC1CNS(=O)(=O)c1cc(Br)cc2c1N(C(=O)C1CC1)CC2 (centres undefined)
  ? | -3% | -6% | ? | -5% | -3.7 | -0.4% | i | -22%

Screening data deposited in PubChem by National Center for Advancing Translational Sciences (NCATS).
